Rac1 wt GTP bind: wildtype Rac1 GTP binding modulators, primary screen, biochemical, GST-Rac1 beads, flow cytometry, multiplex; fluorescent GTP binding; actives lie on both sides; 0 = cold GTP competed, 100 = untreated; 190,000 compounds, 0.27% hits; Ras-related C3 botulinum toxin substrate 1 (Homo sapiens), P63000; GTP binding activity (% of control), % at 10 µM;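 active = GTP binding activity at least 20 points away from the 100% control level, either lower or higher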
Mcl1 Noxa PPI: Mcl-1/Noxa binding inhibitors, primary screen, biochemical, TR-FRET, 1536-well; 220,000 compounds, 1.5% hits; AID 1022, 2008; inhibition, % at 21.7 µM; Induced myeloid leukemia cell differentiation protein Mcl-1 (Homo sapiens), Q07820; TR-FRET Mcl-1/Noxa peptide binding, 2 h;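 active = compounds that cut the protein-peptide binding signal by more than 50% relative to plate controls in a single-dose test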;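 note: His-tagged Mcl-1 with rhodamine Noxa BH3 peptide and terbium anti-His antibody; 0% = Mcl-1 plus Noxa peptide wells and 100% = peptide-only wells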
Target sequence (Q07820 whole entry, looked up): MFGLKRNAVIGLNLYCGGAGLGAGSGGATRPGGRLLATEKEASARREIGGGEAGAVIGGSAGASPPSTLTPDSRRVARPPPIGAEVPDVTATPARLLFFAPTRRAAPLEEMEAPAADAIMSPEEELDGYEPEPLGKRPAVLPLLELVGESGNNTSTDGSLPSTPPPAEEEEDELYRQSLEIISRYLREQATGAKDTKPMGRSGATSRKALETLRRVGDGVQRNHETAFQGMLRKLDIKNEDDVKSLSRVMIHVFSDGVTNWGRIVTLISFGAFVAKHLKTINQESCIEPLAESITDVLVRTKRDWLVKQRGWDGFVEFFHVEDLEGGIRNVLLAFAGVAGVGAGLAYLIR
Rac1 mut GTP: GTP binding modulators of activated mutant Rac1, primary screen, biochemical, bead-based flow cytometry, multiplex, fluorescent GTP. percent activity (GTP binding), % at 10 µM. Ras-related C3 botulinum toxin substrate 1 (Homo sapiens), P63000. 190,000 compounds, 0.11% hits. GST-Rac1 activated beads; actives lie on both sides; 100% means binding = to untreated wells;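 active = GTP binding at least 20 percentage points away from the 100% baseline, in either direction, so actives lie on both sides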
HRas wt GTP: modulators of GTP binding to HRas wildtype, primary screen, biochemical, bead-based flow cytometry, multiplex. GST-Ras wt beads, Bodipy-FL-GTP binding; actives lie on both sides. GTP binding activity, % at 10 µM. 190,000 compounds, 0.14% hits. AID 759, 2007;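 active = GTP binding activity at least 20% away from the 100% baseline, either lowered as inhibitor or raised as activator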;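 note: 0% = unlabeled GTP competition control and 100% = no-compound control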
Cdc42 wt: modulators of GTP binding to wildtype Cdc42, primary screen, biochemical, multiplex bead flow cytometry, Bodipy-GTP; percent activity (GTP binding), % at 10 µM; Cell division control protein 42 homolog (Homo sapiens), P60953; 190,000 compounds, 0.2% hits; GST-Cdc42 beads; actives lie on both sides; AID 761, 2007;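 active = percent activity GTP binding at least 20 points away from the 100% baseline, either down as inhibitor or up as activator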;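 note: median bead fluorescence of bound Bodipy-FL-GTP at 100 nM; 0% = excess unlabeled GTP control and 100% = no compound control; below 100% means less GTP binding so inhibitor and above means activator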
Target sequence (P60953 whole entry, looked up): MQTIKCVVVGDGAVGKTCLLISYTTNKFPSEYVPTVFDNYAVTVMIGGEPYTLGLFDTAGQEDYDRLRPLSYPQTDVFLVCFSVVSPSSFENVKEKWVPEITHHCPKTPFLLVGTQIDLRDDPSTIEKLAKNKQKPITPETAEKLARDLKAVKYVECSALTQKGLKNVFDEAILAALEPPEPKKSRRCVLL
ABCG2 inh: ABCG2 efflux pump inhibitors, primary screen, multiplex with ABCB1, IgMXP3 cells, flow cytometry | JC-1 efflux | Broad substrate specificity ATP-binding cassette transporter ABCG2 (Homo sapiens), Q9UNQ0 | 190,000 compounds, 0.1% hits | inhibition, % at 6.6 µM;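 active = inhibition above 80%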;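 note: 0% = DMSO and 100% = nicardipine control wells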
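Assay system – ABCG2 IgMXP3 and barcoded ABCB1 CCRF-Adr cell mix · Input – 3 million cells/mL in well · Reagent – JC-1 fluorescent substrate · Compound – single test compound dose, 6.6 µM final · Timing – 10 min exposure at 25 °C with rotation, no wash · Detection – flow cytometry of retained JC-1 fluorescence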
Avidin fluor: green autofluorescence of compounds with avidin beads – biophysical, 488/530 nm, flow cytometry, artefact control, profiling panel; 220,000 compounds, 0.38% hits; fluorescence (KMESF) at 10 µM; compound fluorescence 488/530 nm; hits give high values; AID 1775, 2009; in the data active = fluorescence above about 47; note: inactives centre near 10
Pf gametocyte: late stage P. falciparum gametocyte viability inhibitors, primary screen, ATP luminescence, HTS; P. falciparum stage V gametocytes, 24 h; inhibition, % at 10.9 µM; 150,000 compounds, 0.065% hits; AID 743093, 2013;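 active = inhibition above the mean plus 3 SD of compounds within the control limits, set per campaign, cut at about 38% in these data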;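 note: 0% = DMSO wells and 100% = medium only without gametocytes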
ABCB1 inh: ABCB1 efflux pump inhibitors, primary screen, cell-based, multiplex, flow cytometry, ABCG2 counter-screen; ATP-dependent translocase ABCB1 (Homo sapiens), P08183; CCRF-Adr cells, JC-1 efflux; inhibition, % at 6.6 µM; 190,000 compounds, 0.067% hits; AID 1326, 2008; in the data active = inhibition above about 40%;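 note: 0% = vehicle and 100% = reference inhibitor; higher value means more JC-1 retained so stronger ABCB1 efflux block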
Rab7 wt GTP bind: modulators of GTP binding to Rab7, primary screen, biochemical, wildtype, multiplex bead flow cytometry | GTP binding activity (percent of control), % at 10 µM | AID 758, 2007 | 190,000 compounds, 0.055% hits | GST-Rab7 beads, fluorescent GTP binding; actives lie on both sides; untreated = 100%, excess cold GTP = 0% | Rab7 GTPase wild type (dog), Bodipy-FL-GTP binding;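 active = fluorescent GTP binding to Rab7 beads changed by at least 20 points from the 100% baseline, either direction, mostly lower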;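 note: median green fluorescence of bound Bodipy-FL-GTP per Rab7 bead population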
Rab2 wt GTP: modulators of GTP binding to Rab2A wildtype, primary screen, biochemical, dog, bead-based flow cytometry, multiplex; GST-Rab2 wt beads, Bodipy-GTP binding; 190,000 compounds, 0.19% hits; GTP binding activity, % at 10 µM; Ras-related protein Rab-2A (Canis lupus familiaris), P61105;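 active = GTP binding activity at least 20 points away from 100%, either lowered or raised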;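 note: 0% = beads with excess unlabeled GTP and 100% = no-compound control corrected for plate trend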
Starred values were filed as active, the others as inactive; · = no result given. Rows were taken by chance (roughly 2.3% active in at least one column).

entry	Compound	Rac1 wt GTP bind	Mcl1 Noxa PPI	Rac1 mut GTP	HRas wt GTP	Cdc42 wt	ABCG2 inh
1	CSc1ccc(C(=O)C2CCCN(C(=O)CCCn3cncn3)C2)cc1 (stereo not given)	99	-2	94	97	97	2
2	O=C(CN1CCN(Cc2ccccc2Cl)CC1)N/N=C/C=C\c1ccccc1[N+](=O)[O-]	98	16	99	97	99	4
3	O=C(Nc1nc(=O)n(C(=O)C2CC2)s1)c1ccccc1	101	21	99	102	100	0
4	O=C(c1ccc2c(=O)n(-c3ccccc3)c(=O)[nH]c2c1)N1CCCCC1	97	-3	92	100	100	2
5	O=C(c1ccc(Br)o1)N1CCc2ccccc21	100	3	95	99	96	2
6	CC(C)N(C(C)C)S(=O)(=O)c1ccc(Cl)nc1	102	5	98	97	99	0
7	COCCNC(=O)CCn1c(=O)oc2ccccc21	102	3	100	104	105	8
8	Cc1ccc(-c2nn3c(=O)c(C)nnc3s2)cc1	101	26	100	100	99	4
9	Cc1cccc(OCCNc2cc(N3CCOCC3)ccc2[N+](=O)[O-])c1	103	1	101	102	98	48
10	Cn1c(SCC(=O)Nc2cccc(F)c2)nnc1-c1cccnc1	108	12	103	104	106	3

entry	Avidin fluor	Pf gametocyte	ABCB1 inh	Rab7 wt GTP bind	Rab2 wt GTP
1	6	-8	0.0	96	98
2	3	·	3.6	95	94
3	13	-29	0.0	102	100
4	14	-33	0.6	102	99
5	11	·	0.2	104	99
6	5	-22	0.1	99	98
7	8	·	0.7	106	103
8	13	·	-0.1	97	99
9	19	·	1.1	99	101
10	8	·	0.4	100	105

(cont.)
entry	Compound	Rac1 wt GTP bind	Mcl1 Noxa PPI	Rac1 mut GTP	HRas wt GTP	Cdc42 wt	ABCG2 inh
11	COc1ccc(N2CC(C)Cn3c2nc2c3c(=O)n(Cc3ccc(F)cc3)c(=O)n2C)c(OC)c1 (stereo not given)	97	12	96	101	96	2
12	C=CCc1ccccc1OCCOc1ccc([N+](=O)[O-])cc1/C=N/NC(N)=O	99	16	94	96	96	13
13	O=C1CCC/C(=N\NC(=O)c2ccc(CSc3cccc4cccnc34)cc2)C1	98	11	93	98	94	4
14	COc1ccccc1/C=C(/C(=O)OCC(=O)Nc1cc(C)ccc1C)c1ccccc1	101	-4	100	99	93	14
15	COc1cccc(CNCCSc2nnnn2C)c1	100	25	100	98	100	2
16	Cc1c(Br)c(C(F)(F)F)nn1CC(=O)NCCCn1ccnc1	99	-6	98	96	97	1
17	CC(=O)Nc1ccc(NC(=O)c2ccco2)cc1	110	-7	106	103	105	0
18	S=c1[nH]nc(-c2ccccn2)n1/N=C/c1cccc(Cl)c1	95	21	90	92	92	-1
19	COc1ccccc1N1CCN(CC(=O)Nc2sccc2C#N)CC1	108	33	104	103	103	3
20	COc1ccc(S(=O)(=O)NCC(=O)N(CC(=O)NCC2CCCO2)c2cc(C)ccc2C)cc1 (stereo not given)	106	25	101	104	106	3
21	COc1ccc(OCC(=O)Nc2nnc(-c3ccco3)s2)cc1	107	87*	96	96	99	0

entry	Avidin fluor	Pf gametocyte	ABCB1 inh	Rab7 wt GTP bind	Rab2 wt GTP
11	11	13	3.4	97	98
12	12	·	1.6	94	97
13	10	·	0.4	103	97
14	12	11	1.0	97	99
15	8	-3	0.5	96	98
16	10	-11	0.2	98	97
17	8	3	0.0	97	102
18	5	14	-0.5	99	93
19	9	19	0.4	104	102
20	7	3	0.7	102	104
21	7	·	-0.2	94	94

Bioassay records as filed in PubChem.
